Bioassay records (PubChem BioAssay)
Rv3671c inh: inhibits the M. tuberculosis serine protease Rv3671c. P9WHR9. inhibition, % at 5.96 µM. 320,000 tested, 0.048% active; in the data active means inhibition above about 38%;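 further: extracellular domain of Rv3671c used as enzyme; 0% = enzyme with DMSO and 100% = no enzyme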
Mtb UGM inh: Mtb UDP-galactopyranose mutase inhibition; AID 504406; inhibition, % at 10 µM; purified UGM, fluorescence polarization probe displacement; P9WIQ1; 320,000 tested, 0.06% active; in the data active means inhibition above about 10%, passing the limit was not always enough; inconclusive means no clear call, values can overlap the other calls
Target sequence (P9WIQ1 whole entry, looked up): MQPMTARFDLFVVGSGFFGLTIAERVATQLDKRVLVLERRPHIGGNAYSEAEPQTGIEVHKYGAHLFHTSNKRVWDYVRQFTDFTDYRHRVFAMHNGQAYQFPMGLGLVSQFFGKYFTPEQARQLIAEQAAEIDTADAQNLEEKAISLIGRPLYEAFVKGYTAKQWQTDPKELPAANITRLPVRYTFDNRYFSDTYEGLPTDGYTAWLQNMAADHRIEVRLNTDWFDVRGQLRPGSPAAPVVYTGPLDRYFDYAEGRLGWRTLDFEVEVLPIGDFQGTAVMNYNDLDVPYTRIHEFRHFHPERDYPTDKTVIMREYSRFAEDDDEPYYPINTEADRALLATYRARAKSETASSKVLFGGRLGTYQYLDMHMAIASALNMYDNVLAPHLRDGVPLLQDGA
PrPC surface inh: reduces human prion protein on the cell surface; P04156; cell surface PrPC, TR-FRET read-out; inhibition, % at 13.8 µM; 370,000 tested, 0.43% active; AID 720596; in the data active means inhibition above about 24%; further: 0% = median of the test wells and 100% = reference compound wells
BioA inh: blocks M. tuberculosis BioA enzyme activity; purified M. tuberculosis BioA enzyme, plate reader; inhibition, % at 9.99 µM; 360,000 tested, 0.096% active; in the data active means inhibition above about 40%; inconclusive means no clear call, values can overlap the other calls
FadD28 FP inh: blocks FadD28 binding to the bisubstrate probe; fluorescence polarization; inhibition, % at 12.5 µM; 360,000 tested, 0.22% active; AID 588549; in the data active means inhibition above about 8.5%, passing the limit was not always enough; inconclusive means no clear call, values can overlap the other calls
BoNT-F LC inh: BoNT F light chain protease inhibition. Multiplex microsphere protease cleavage assay, flow cytometry. 360,000 tested, 0.22% active. inhibition, % at 10 µM. AID 588497; in the data active means inhibition above about 35%, passing the limit was not always enough; inconclusive means no clear call, values can overlap the other calls; further: plate controls were buffer without enzyme for full effect and enzyme alone for no effect
FBA Mtb inh: inhibits M. tuberculosis FBA enzyme. 360,000 tested, 2.3% active. inhibition, % at 1 µM. purified M. tuberculosis FBA, fluorescence read-out; in the data active means inhibition above about 27%;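 further: 0% = vehicle and 100% = reference inhibitor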
Target sequence (P9WQA3 whole entry, looked up): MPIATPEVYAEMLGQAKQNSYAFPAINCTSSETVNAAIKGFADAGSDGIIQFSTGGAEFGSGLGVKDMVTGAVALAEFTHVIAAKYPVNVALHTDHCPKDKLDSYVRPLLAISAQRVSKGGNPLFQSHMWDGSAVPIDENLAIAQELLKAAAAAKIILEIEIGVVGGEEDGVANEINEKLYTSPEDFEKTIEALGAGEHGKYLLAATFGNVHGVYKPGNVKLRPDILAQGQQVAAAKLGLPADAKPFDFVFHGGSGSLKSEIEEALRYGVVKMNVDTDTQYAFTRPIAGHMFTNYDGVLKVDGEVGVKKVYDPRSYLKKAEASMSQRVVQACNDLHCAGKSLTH
MazEF act: activators of E. coli MazEF toxin-antitoxin RNase; AID 504720; activation, % at 20 µM; FAM/BHQ RNA-DNA oligo cleavage fluorescence, 5 h; P0AE70; 350,000 tested, 0.32% active; in the data active means activation above about 50%
Target sequence (P0AE70 whole entry, looked up): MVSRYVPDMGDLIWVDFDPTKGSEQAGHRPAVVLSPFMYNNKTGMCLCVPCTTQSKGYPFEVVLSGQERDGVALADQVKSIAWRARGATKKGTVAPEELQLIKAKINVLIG
GDH-TPI inh: counter-screen for M. tuberculosis FBA inhibitors: GDH-TPI coupled enzymes. GDH-TPI coupled enzyme counterscreen, NADH absorbance. 360,000 tested, 1.2% active. AID 588335. inhibition, % at 4.8 µM; in the data active means inhibition above about 30%;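 further: 0% = DMSO wells and 100% = wells lacking the enzyme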
An asterisk follows results filed as active; ? = inconclusive; · = not tested or not shown. An unsorted share of the library (roughly 4.8% active in at least one column).

The first 2 compounds, to show the layout:
canonical_smiles | Rv3671c inh | Mtb UGM inh | PrPC surface inh | BioA inh | FadD28 FP inh | BoNT-F LC inh | FBA Mtb inh | MazEF act | GDH-TPI inh
COc1ccc(C(=O)Nc2ccc(NC(=O)c3cccc(OC)c3)cn2)cc1 | -9.9 | -0.8 | 1.1 | 0.7 | · | -2.2 | 0.8 | 2.2 | 3.4
CC(Oc1ccc(C#N)cc1)C(=O)c1ccc(F)c(F)c1 (stereo unspecified) | -2.8 | -2.4 | 10.3 | 0.2 | -1.8 | 0.6 | -0.2 | 3.4 | -1.2

The whole of this part, from the first entry:
canonical_smiles | Rv3671c inh | Mtb UGM inh | PrPC surface inh | BioA inh | FadD28 FP inh | BoNT-F LC inh | FBA Mtb inh | MazEF act | GDH-TPI inh
COc1ccc(C(=O)Nc2ccc(NC(=O)c3cccc(OC)c3)cn2)cc1 | -9.9 | -0.8 | 1.1 | 0.7 | · | -2.2 | 0.8 | 2.2 | 3.4
CC(Oc1ccc(C#N)cc1)C(=O)c1ccc(F)c(F)c1 (stereo unspecified) | -2.8 | -2.4 | 10.3 | 0.2 | -1.8 | 0.6 | -0.2 | 3.4 | -1.2
COc1ccc(C(CC(=O)O)n2cnnn2)cc1 (stereo unspecified) | -1.8 | 0.2 | -0.1 | · | -2.2 | 7.1 | 0.7 | 3.6 | 4.5
Cc1ccc(C(=O)Nc2nc(-c3ccccn3)cs2)cc1S(=O)(=O)N1CCOCC1 | -1.0 | 0.0 | 24.6* | -0.8 | -5.6 | -3.1 | -0.5 | 3.7 | 16.8
Cn1c(=O)[nH]c(=O)c2c1nc(SCCC(=O)O)n2Cc1cccc(Br)c1 | 1.8 | 0.9 | 0.3 | 2.6 | -2.3 | · | 0.2 | -5.0 | 14.7
CC1CN(C/C(=N\O)C23CC4CC(CC(C4)C2)C3)CC(C)O1 (stereo unspecified) | · | -1.6 | 2.0 | 0.2 | · | ? | 4.0 | 5.6 | -3.2
CC1(C)C/C(=N\O)C(C(O)c2cccc([N+](=O)[O-])c2)C(C)(C)N1 (stereo unspecified) | 3.6 | 1.7 | -13.3 | -1.2 | 0.1 | ? | -0.8 | -4.1 | -2.3
COc1ccc(N2CSC3=C(C#N)C(c4ccc(OC)c(OC)c4)CC(=O)N3C2)c(OC)c1 (stereo unspecified) | -9.6 | -0.6 | -5.8 | 1.9 | 1.0 | 0.8 | 1.4 | 0.8 | 5.3
Cc1ccc(NC2=NCC(Cc3ccc(Br)cc3)S2)cc1 (stereo unspecified) | 1.6 | 3.1 | 12.8 | -1.0 | -6.4 | -28.9 | 0.7 | -7.0 | -3.1
CC(=O)OCc1c(-c2ccccc2)c2cc([N+](=O)[O-])ccc2n1C | -9.3 | -3.2 | 3.2 | 0.5 | -1.1 | -9.7 | 5.0 | 7.0 | 14.7
CCOc1cc(CNCc2ccc3c(c2)OCO3)ccc1OC | · | -0.2 | -8.6 | -0.9 | -1.5 | 7.5 | 2.1 | -0.4 | -7.7
COC(=O)[C@@]1(Cc2ccccc2)[C@H]2C(=O)N(C)C(=O)[C@H]2[C@H]2CN(C)C(=NCc3ccccc3)N21 | · | · | -3.2 | -1.0 | 0.7 | -2.4 | 0.4 | 5.8 | 6.2
CCN(CC)CCCNC(=O)CN1C(=O)CSc2ccc(S(=O)(=O)N3CCOCC3)cc21 | -8.7 | -0.6 | -5.0 | -0.3 | -4.1 | 2.7 | -4.6 | 4.4 | 7.4
COC(CNC(=O)c1cc(Sc2nnc(C)s2)nc2ccccc12)OC | 3.9 | 1.8 | -8.6 | 0.2 | -2.1 | -21.3 | -4.9 | 3.9 | 5.4
CC1(c2ccc(OC(F)F)cc2)NC(=O)N(CC(=O)Nc2cccnc2Cl)C1=O (stereo unspecified) | 6.2 | 1.5 | -0.7 | 0.7 | -1.0 | 1.2 | -2.1 | -0.2 | 6.2
Cc1ccc2nc(-c3ccc(NC(=S)NCCC(C)C)cc3)sc2c1 | 6.6 | -3.8 | -0.3 | -3.1 | -1.2 | -5.1 | 26.8 | -6.7 | 20.5
CCN1C(c2ccc(F)cc2)=CS/C1=C(\C#N)c1nnc2n1-c1ccccc1SC2 | 2.7 | 3.7 | 12.0 | 6.7 | 0.7 | -6.1 | -3.2 | 11.2 | 23.0
NC(=O)C1(N2CCCCC2)CCN(C2CC(=O)NC2=O)CC1 (stereo unspecified) | 11.8 | -0.5 | -4.3 | -1.2 | -1.1 | -1.0 | -1.3 | -1.3 | -3.1
COC(=O)C(C)NC(=S)N1CC2C[C@@H](C1)Cn1c2cccc1=O (stereo partly specified) | -8.5 | 3.2 | 1.3 | · | -1.8 | 19.0 | 2.3 | -2.8 | -1.1
COc1ccccc1Nc1nc(N)nc(-c2cc3ccccc3o2)n1 | -31.1 | 0.1 | 0.4 | -0.5 | -0.1 | -2.1 | 1.4 | 8.9 | 14.7

canonical_smiles | Rv3671c inh | Mtb UGM inh | PrPC surface inh | BioA inh | FadD28 FP inh | BoNT-F LC inh | FBA Mtb inh | MazEF act | GDH-TPI inh
COc1ccc(Cl)cc1NC(=O)CN1C(=O)CCS(=O)(=O)c2ccccc21 | · | · | -2.8 | 1.3 | -4.9 | -3.4 | -2.0 | 9.1 | -10.0
CC1CCN(Cc2nc(Cl)c3c4c(sc3n2)CCC4)CC1 | 2.8 | -0.7 | 3.1 | -1.7 | -2.7 | 0.4 | 0.2 | -0.3 | -0.3
NCCCCCc1cn([C@@H](CCC(=O)O)C(=O)NCCCCCCCCCCC(=O)N2CCNCC2)nn1 | -6.5 | 0.2 | -5.8 | -0.6 | -3.4 | -9.0 | -1.5 | 4.6 | -14.7
CCCCOC(=O)c1ccc(NC(=O)c2nn(C)cc2Br)cc1 | -21.3 | -1.2 | 13.8 | · | -5.0 | 6.1 | -6.5 | -4.5 | -6.2
CCCOc1ccccc1C1SCC(=O)Nc2c1c(=O)[nH]n2C(C)CCC (stereo unspecified) | -6.4 | 0.0 | 10.0 | -2.3 | -3.7 | -13.8 | 1.6 | -3.2 | 2.6
CNc1nc2c(Cl)cc(Cl)cc2s1 | 6.7 | 2.5 | 3.2 | · | -1.7 | -6.2 | 2.9 | -5.7 | 8.0
Cc1cc(C(=O)OCC(=O)NC2CCCCC2)c(C)o1 | 0.5 | 1.7 | -7.0 | -2.1 | -0.3 | · | 3.8 | 1.2 | 3.5
COCCOC1CCN(C(=O)C2CCC(=O)N(Cc3cccc(F)c3)C2)CC1 (stereo unspecified) | 4.7 | 2.9 | -6.0 | 3.1 | -0.8 | -0.9 | -0.1 | -7.1 | 8.6
COc1ccc(/C=C2\SC(=S)N(CC(=O)Nc3nnc(C)s3)C2=O)cc1 | -1.7 | 3.5 | -1.5 | -0.9 | -1.3 | 0.3 | 2.4 | 23.4 | 10.1
Cc1n[nH]c(=S)n1-c1ccccc1 | 4.0 | 1.0 | 8.9 | · | -2.4 | 4.1 | 0.3 | 5.5 | 5.6
CCOC(=O)C1(Cc2cccc(Cl)c2)CCCN(C(=O)CN2C(=O)CSC2=O)C1 (stereo unspecified) | -3.2 | 1.5 | 5.1 | 2.0 | 0.7 | 13.6 | 4.4 | -3.3 | -2.1
COCCNC(=O)[C@@H]1CSC2c3ccccc3C(=O)N21 (stereo partly specified) | · | 2.3 | -0.6 | 0.1 | -2.6 | -1.5 | 1.0 | 6.6 | -0.4
O=C(Cn1ncn2nc(-c3ccccc3)cc2c1=O)NCc1ccccn1 | -0.2 | 0.1 | 2.4 | 3.4 | -3.0 | -1.4 | -2.4 | -15.4 | -5.9
COc1ccccc1CNC(=O)c1nn(-c2ccc(C)cc2)c(=O)c2c1c1ccccc1n2C | 2.5 | 4.8 | 2.3 | 1.2 | -1.6 | 4.8 | -0.7 | -12.1 | 10.2
CCN(CC(=O)Nc1c(F)cccc1F)C(=O)c1cccnc1Sc1ccccc1 | -1.3 | 2.7 | 3.5 | 0.9 | -3.9 | 2.6 | 5.8 | -2.4 | 7.0
OCCC1CN(Cc2ccc(Oc3ncccn3)cc2)CCN1Cc1ccc(F)c(F)c1 (stereo unspecified) | 0.6 | -0.1 | 8.4 | · | -0.3 | -7.6 | 2.0 | 4.9 | -3.9
COc1ccc(NC(=O)CN(C)C(=O)c2cccc(Oc3ccccc3)c2)cc1 | 2.0 | -1.8 | -6.6 | 1.2 | -1.4 | -4.9 | 2.0 | -3.4 | 4.7
CC(C)(C)c1ccc(C(=O)NCCN2CCOCC2)cc1 | 1.0 | 0.6 | 0.1 | -1.2 | -2.3 | ? | 2.3 | 3.8 | -6.9
O=C(N/C(=C\c1cccc([N+](=O)[O-])c1)C(=O)N1CCCCC1)c1cccs1 | 8.4 | 3.5 | -6.7 | -8.1 | -0.4 | 2.9 | 3.4 | 5.0 | 6.0
CCCCCCCCOc1ccc(C2CC(=O)NC2=O)cc1 (stereo unspecified) | -7.9 | -0.3 | -2.2 | 0.9 | -3.7 | -23.4 | 0.7 | 3.2 | 4.1

canonical_smiles | Rv3671c inh | Mtb UGM inh | PrPC surface inh | BioA inh | FadD28 FP inh | BoNT-F LC inh | FBA Mtb inh | MazEF act | GDH-TPI inh
CC(=O)OC1N=C(c2ccccc2)c2cc(Br)ccc2N(C)C1=O (stereo unspecified) | -4.4 | -0.4 | -0.7 | -0.9 | -6.4 | -6.5 | 1.3 | 5.7 | -3.1
Cc1ccc(C(=O)Oc2ccc(Br)cc2C(=S)N2CCOCC2)cc1 | -1.5 | -1.8 | 4.2 | -1.0 | -5.6 | 1.7 | -1.8 | 2.2 | -5.7
COCCNC(=O)COc1ccc(Br)cc1Cl | -2.2 | -1.7 | · | 1.2 | -2.4 | 2.9 | 6.1 | -0.4 | -6.8
CC(Sc1nc(-c2ccccc2)cc(C(F)(F)F)n1)C(=O)Nc1sc2c(c1C#N)CCC2 (stereo unspecified) | -39.1 | -0.1 | · | · | -4.3 | -3.6 | -5.3 | 2.9 | -6.1
CCn1c(SCC(=O)NCCc2ccccc2)nnc1-c1ccco1 | 4.6 | -2.0 | 6.0 | 1.3 | -2.6 | -3.4 | -1.4 | 5.7 | -9.4
Cc1ccccc1-c1csc(C(C)(O)c2ccccc2)n1 (stereo unspecified) | · | · | 4.5 | 2.4 | -2.6 | 0.6 | -1.2 | · | 1.8
O=C(c1ccc(S(=O)(=O)c2ccccc2Cl)c([N+](=O)[O-])c1)N1CCN(Cc2ccccc2)CC1 | -3.1 | -0.5 | -12.0 | · | -3.8 | 0.5 | 0.7 | 1.5 | -11.0
OC(Cn1nnc2ccccc21)Cn1c(C(F)(F)F)nc2ccccc21 (stereo unspecified) | 4.7 | -1.5 | 6.2 | 3.0 | 1.3 | -2.4 | 3.2 | -0.7 | 12.3
CC(=O)Nc1ccc(NC(=O)CSc2nnc(N)n2-c2ccccc2)cc1 | · | · | -3.3 | -1.4 | 0.0 | 38.9* | 1.2 | 0.0 | -2.2
CCN(CC)C(=O)C1CCCN(C(=O)c2oc3ccc(C)cc3c2C)C1 (stereo unspecified) | 2.2 | -3.3 | 3.1 | -0.8 | -5.3 | 6.9 | -2.2 | 7.2 | 2.1
COC(=O)C1=C(c2ccc(OC(F)(F)F)cc2)C[C@@H]2CC[C@H]1N2C(=O)N1CCOCC1 | 0.8 | -1.3 | 0.2 | 1.4 | 0.3 | -0.8 | -1.8 | 9.1 | 2.2
Cn1ncc(Cl)c(Oc2ccccc2)c1=O | 1.2 | 2.2 | · | · | -0.4 | 0.5 | 1.1 | 2.2 | 8.4
COC(=O)Cc1c(O)ccn(Cc2cccc3ccccc23)c1=O | -0.9 | 2.0 | 2.7 | -0.3 | 0.9 | 0.0 | 0.1 | 5.9 | 18.2
CC(C(=O)N1CC2(C)CC1CC(C)(C)C2)N1C(=O)c2ccccc2C1=O (stereo unspecified) | -6.4 | 0.9 | -5.5 | -1.5 | -1.7 | 9.6 | 1.7 | 0.2 | -3.2
CC(C)CN(C(=O)c1ccco1)C1CCS(=O)(=O)C1 (stereo unspecified) | 4.9 | -0.5 | -2.6 | -1.4 | -2.5 | 14.6 | -3.8 | -0.8 | -18.0
CN(C)c1ccnc(NCc2ccccc2)c1C#N | -8.7 | -0.8 | -1.2 | -0.6 | -0.6 | 10.5 | -1.0 | 4.1 | 17.9
CCCc1ncc(C(=O)c2ccc(OC)cc2)n1C | 0.7 | 0.4 | 5.0 | · | -1.8 | -4.7 | -1.0 | 9.3 | 16.1
